Source: PubChem
KCNQ2 inh: KCNQ2 potassium channel inhibitors, primary screen, cell-based, CHO-K1, FluxOR thallium flux, B-score (AID 2156). 20 min; stronger effect = lower value. B-score at 10 µM. hit rate 1.1% among 310,000. Potassium voltage-gated channel subfamily KQT member 2 (Rattus norvegicus), O88943;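 active means fluorescence ratio B-score at most minus 3 library SDs, with starting brightness B-score within 2 library SDs, cut at about -5.5 in these data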
Target sequence (O88943 whole entry, looked up): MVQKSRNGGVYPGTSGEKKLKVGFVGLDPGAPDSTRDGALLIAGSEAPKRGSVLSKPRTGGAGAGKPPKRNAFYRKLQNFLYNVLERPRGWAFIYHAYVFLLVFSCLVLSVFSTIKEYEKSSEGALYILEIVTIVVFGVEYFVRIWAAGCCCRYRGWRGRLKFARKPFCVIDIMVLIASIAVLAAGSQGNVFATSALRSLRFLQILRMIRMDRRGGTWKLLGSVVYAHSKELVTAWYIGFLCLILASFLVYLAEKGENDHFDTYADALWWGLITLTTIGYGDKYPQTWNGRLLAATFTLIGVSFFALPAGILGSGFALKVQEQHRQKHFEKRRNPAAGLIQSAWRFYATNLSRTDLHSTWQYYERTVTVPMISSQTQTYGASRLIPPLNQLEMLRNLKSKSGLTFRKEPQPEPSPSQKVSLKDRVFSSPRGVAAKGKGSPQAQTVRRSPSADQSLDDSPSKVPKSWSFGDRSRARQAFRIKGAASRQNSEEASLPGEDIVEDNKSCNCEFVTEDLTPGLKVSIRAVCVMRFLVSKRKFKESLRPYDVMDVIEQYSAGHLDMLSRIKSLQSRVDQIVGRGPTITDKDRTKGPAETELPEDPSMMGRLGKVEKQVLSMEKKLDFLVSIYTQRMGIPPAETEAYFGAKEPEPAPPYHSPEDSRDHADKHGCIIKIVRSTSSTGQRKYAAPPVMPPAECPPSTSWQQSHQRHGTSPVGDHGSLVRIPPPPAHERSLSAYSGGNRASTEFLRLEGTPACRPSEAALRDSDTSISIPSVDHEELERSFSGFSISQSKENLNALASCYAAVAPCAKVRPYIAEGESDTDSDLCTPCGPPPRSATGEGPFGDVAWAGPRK
Kir21 block: inhibitors of mouse Kir2.1 inward-rectifier potassium channel. HEK293-Kir2.1, FluxOR thallium flux fluorescence; stronger effect = lower value. Inward rectifier potassium channel 2 (Mus musculus), P35561. hit rate 0.85% among 310,000. B-score at 10 µM;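 active means fluorescence ratio B-score at or below minus 3 SD of library scores, with starting-brightness B-score within 2 SD, cut at about -4.2 in these data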;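 further: channel flux triggered by added potassium and thallium sulfate stimulus; B-score of peak minus minimum fluorescence over baseline after thallium stimulus; more negative B-score means stronger Kir2.1 block with less thallium influx; some compounds called inactive have numbers as strong as hits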
* = called active by the depositor; i = inactive. Not a hit list. Share with any hit: about 1.8%.

entry	structure	KCNQ2 inh	Kir21 block
1	COCc1ccc(C(=O)NC2CCCc3c2cnn3-c2ccc(C)c(C)c2)o1 (stereo unspecified)	i	-0.74
2	Cc1cccc(NS(=O)(=O)Cc2ccccc2)n1	i	2.4
3	COc1nc(Nc2ccc(-c3nc4ccccc4o3)cc2)nc(N2CCOCC2)n1	i	-0.83
4	Cc1ccc(Cn2c(Sc3nnc(C)s3)nc3c2c(=O)[nH]c(=O)n3C)cc1	i	0.2
5	COc1cc(OC)cc(C(=O)NNC(=S)NCc2ccco2)c1	i	0.14
6	CN1C(=S)SC(C)(C)C1/[N+]([O-])=C/c1cccnc1 (stereo unspecified)	i	-0.27
7	CCCCCCC1CC(/C(C)=N\NC(N)=O)OC1=O (stereo unspecified)	i	-0.38
8	CCC(=O)c1ccc(OCC(=O)OCC(=O)NCCC2=CCCCC2)cc1	i	-0.66
9	COc1ccc(CNC(=O)C(C)NCc2ccc(S(N)(=O)=O)cc2)cc1 (stereo unspecified)	i	0.01
10	C/C(=N\NC(N)=O)C1CC(CC(C)C)C(=O)O1 (stereo unspecified)	i	-0.02
11	CC(C)CC(=O)N1CCN(C(=O)c2ccco2)CC1	i	-0.61
12	CCC1(CC)N([O-])C(C)=C(c2ccccc2)[N+]1=O	i	-0.36
13	COc1ccc(CSCCc2n[nH]c(=S)n2-c2ccccc2)cc1	i	-0.11
14	O=C(N/C=N/OCc1ccc(Cl)cc1Cl)NOCc1c(Cl)cccc1Cl	i	-0.64
15	O=C(NC(=S)Nc1ccccc1)c1cc(-c2ccccc2)nc2ccccc12	i	1
16	CC(c1ccccc1)N1C(=O)c2ccc(C(=O)Nc3ccccc3C(=O)O)cc2C1=O (stereo unspecified)	i	0.06
17	Cc1cc(Cl)ccc1OCC(=O)NNC(=O)C1CCCO1 (stereo unspecified)	i	-2.2
18	CCCc1[nH]nc2c1C1(CCN(C(=O)OCc3ccccc3)CC1)C(C#N)=C(N)O2	i	-0.44
19	COc1ccc(NS(=O)(=O)c2cccc(C(=O)NNC(=O)NCCCl)c2)cc1	i	0.61
20	Cn1c(Cc2ccccc2)nnc1SCCC(=O)Nc1ccccc1	i	0.08
21	CCCc1c(C(=O)Nc2ccc(C(F)(F)F)cc2)cnn1-c1ccccc1	i	-0.84
22	CCN(CC)C(=O)c1sc(NC(=O)c2ccc(OC)c([N+](=O)[O-])c2)c(C#N)c1C	i	0.06
23	CCOc1ccc(-c2nnc3ccc(SCc4ccc(C(=O)OC)o4)nn23)cc1	i	-1.4
24	CSc1nccc(-c2sc(SC)c(C#N)c2-c2ccccc2)n1	i	-0.22
25	COc1ccc(N2CC(C(=O)Nc3nnc(SCC(=O)N4CCCC4)s3)CC2=O)cc1 (stereo unspecified)	i	0.95
26	O=C(CSc1nc2ccccc2s1)NCCCN1CCOCC1	i	-0.01
27	COc1ccc(Cl)cc1S(=O)(=O)N1CCN=C1C	i	-0.56
28	CC(C)c1nc2sc3c(SCC(=O)NCc4ccco4)ncnc3c2c2c1CCC2	i	0.52
29	CC1CCN(C(=O)CS(=O)(=O)Cc2ccccc2)CC1	i	-0.97
30	O=C(c1cc(-c2cccc(Cl)c2)on1)N1CCCCCC1	i	-1.1

Exported with two lines to a compound: 6 of the compounds above.
The line under a structure holds: KCNQ2 inh, Kir21 block
26) O=C(CSc1nc2ccccc2s1)NCCCN1CCOCC1
  i, -0.01
5) COc1cc(OC)cc(C(=O)NNC(=S)NCc2ccco2)c1
  i, 0.14
21) CCCc1c(C(=O)Nc2ccc(C(F)(F)F)cc2)cnn1-c1ccccc1
  i, -0.84
18) CCCc1[nH]nc2c1C1(CCN(C(=O)OCc3ccccc3)CC1)C(C#N)=C(N)O2
  i, -0.44
13) COc1ccc(CSCCc2n[nH]c(=S)n2-c2ccccc2)cc1
  i, -0.11
27) COc1ccc(Cl)cc1S(=O)(=O)N1CCN=C1C
  i, -0.56

Following part
entry	structure	KCNQ2 inh	Kir21 block
31	O=C(c1cccc(F)c1)N1CCN(Cc2c[nH]c3ccccc23)CC1	i	-0.12
32	O=C(NC1(C(F)(F)F)NC(=O)N(CC2CCCCC2)C1=O)c1ccco1 (stereo unspecified)	i	2.9
33	CC1=NC(C)(C)Cc2cc(C)c(C)cc21	i	-0.39
34	CCOC(=O)c1c(-c2cccs2)csc1NC(C)=O	i	1
35	Cn1c(=O)c2c(nc3n2CC(O)CN3c2ccc(O)cc2)n(C)c1=O (stereo unspecified)	i	2
36	CCOC(=O)c1ccccc1NC(=O)c1ccc2c(=O)n3c(nc2c1)CCCCC3	i	-0.88
37	CCOC(=O)C1(Cc2cccc(F)c2)CCN(C(=O)C2CCC2)CC1	i	0
38	CS(=O)(=O)c1ccc(C(=O)Nc2ccc(-c3nc4ccccc4[nH]3)cc2)cc1	i	1.9
39	Cc1cccc(N2CCN(C(=O)C3CC(=O)N(C4CCCC4)C3)CC2)c1C (stereo unspecified)	i	-0.52
40	COc1ccc(C2NC(=O)CCC2[N+](=O)[O-])cc1 (stereo unspecified)	i	0.04
41	Cc1ccc(C2C3=C(CCCC3=O)OC3=C2C(=O)CCC3)cc1	i	-0.16
42	CCN(CC)CC(O)c1cccn1-c1ccc(CNC(=O)NC(C)C)cc1 (stereo unspecified)	i	0.14
43	Cc1ccc(-c2nc(=S)c3c(n2Cc2cccnc2)CC(C)(C)OC3)cc1	i	-0.01
44	COc1ccc(OC)c(Nc2nc(NCCC(C)C)nc(N)c2[N+](=O)[O-])c1	i	0.42
45	CC1CC(=O)N(CC(=O)Nc2ccc(F)cc2)c2ccccc2S1(=O)=O (stereo unspecified)	i	-0.58
46	COC(=O)COc1ccc2oc(=O)cc(-c3cc4ccccc4o3)c2c1	i	-0.98
47	O=C(CSc1ccc(F)cc1)Nc1ccc(N2CCOCC2)c(Cl)c1	i	-2.3
48	COC(=O)C[C@H]1c2cc(F)ccc2S(=O)(=O)N1c1ccc(N(C)C)cc1	i	-1.4
49	Cc1ccc(Nc2n[nH]c(C)c2[N+](=O)[O-])cc1C	i	1.5
50	CCN(CC)CCN1C(=O)C(=O)/C(=C(/O)c2c(C)[nH]c(C(=O)OC)c2C)C1c1ccc(OC)cc1 (stereo unspecified)	i	0.55
51	Cc1nc(-c2ccc(F)cc2)c(CC(=O)N2CCN(S(=O)(=O)c3ccc(F)cc3)CC2)s1	i	0.04
52	CCCOc1ccc(C2c3c(oc4ccccc4c3=O)C(=O)N2CCCN2CCOCC2)cc1 (stereo unspecified)	i	-0.06
53	O=C(/C=C/c1c(Cl)nc2ccccn12)N1CCCCC1	i	0.87
54	c1ccc(C[C@H]2CNCCN2CC2CCCCC2)cc1	i	-0.48
55	CC(O)[C@H]1CNC(=O)C(=O)N1CC1(c2ccccc2)CC1 (stereo partly specified)	i	0.57
56	c1cc(C(c2nnnn2C2CCCCC2)N2CCN3CCCC3C2)ccn1 (stereo unspecified)	i	-0.83
57	CCOc1ccc(S(=O)(=O)N(CC(=O)N/N=C/c2cccs2)c2ccc(C)cc2)cc1	i	-2.4
58	Cc1cccc(-n2ncc3c2CCCC3NC(=O)C2(C(N)=O)CC2)c1C (stereo unspecified)	i	-1.2
59	COC(=O)C1=C(C)Nc2nnnn2C1c1ccc(Cl)cc1Cl (stereo unspecified)	i	-0.73
60	CCN1CCCC1CN(Cc1cc2cc(C)ccc2[nH]c1=O)C(=O)Nc1ccccc1OC (stereo unspecified)	i	0.01
61	Cc1ccc(NS(=O)(=O)c2ccc3c(c2)NC(=O)CO3)cc1C	i	-0.17
62	Cn1c2c(c(=O)n(C)c1=O)C(c1cccc(F)c1)C(C#N)=C(N)O2 (stereo unspecified)	i	0.56
63	CCOc1ccc2[nH]c(=O)c(CN(Cc3ccco3)Cc3nnnn3Cc3ccccc3)cc2c1	i	0.22
64	CCOC(=O)Cn1c(=NC(=O)c2nc3ccccc3s2)sc2cc(S(N)(=O)=O)ccc21	i	1
65	COc1ccccc1N1CCN(Cc2nnnn2CCc2ccccc2)CC1	i	-0.02
66	S=C(NC1CC1)NC1CCCc2ccccc21 (stereo unspecified)	i	0.09
67	CCOC(=O)C(NC(=O)NCc1ccccc1)(OCC)C(F)(F)F (stereo unspecified)	i	-0.87
68	CC1(C)C(=O)OC(c2ccccc2)C2(CCCC2)C1=O (stereo unspecified)	i	-0.92
69	COc1ccccc1C(C)NC(=O)c1cc(=O)[nH]c2ccccc12 (stereo unspecified)	i	-0.72
70	O=c1c2ccccc2nc2c3ccccc3ncn12	i	0.09
71	N#C/C(=C\c1ccncc1)c1nc2ccccc2c(=O)[nH]1	i	-2.5
72	O=C(O)c1ccc(-n2cccc2/C=N\NC(=O)c2cc3cc(Br)ccc3o2)cc1	i	1.1
73	CSc1nc2oc3c(c2c2nncn12)CC(C)(C)SC3	i	2.2
74	COc1ccc(N2CCN(C(=O)CSc3ccc([N+](=O)[O-])cc3)CC2)cc1	i	-0.12
75	CCN=C1S/C(=C\c2ccc(-c3cccc(C(=O)O)c3)o2)C(=O)N1CC	i	2.1
76	C/C(N)=C(/C#N)C(=O)COC(=O)CCSc1ccccc1	i	0.83
77	O=C(c1csc(Nc2cccc3ccccc23)n1)N1CCCC1	i	-0.32
78	CCCCN1CC[C@H]2C=CC[C@@H](C(=O)Nc3ccc(Cl)cc3Cl)[C@H]2C1=O	i	0.38
79	CC1CCN(C(=O)c2ccc3c(c2)OCO3)CC1	i	1.6
80	O=C(c1n[nH]c(=O)c2ccccc12)N1CCOCC1	i	0.43
81	Cc1ccc(N2C(=O)/C(=C\c3ccco3)SC2=S)cc1	i	1.6
82	CC1(C)Cc2c(sc(NC(=O)c3ccc(Br)o3)c2C#N)CO1	i	1
83	COc1ccc(OC)c(S(N)(=O)=O)c1	i	1.2
84	CC(=O)c1cccc(S(=O)(=O)Nc2ccc3nc(C)sc3c2)c1	i	-0.08
85	N#Cc1c(-c2ccc(F)cc2)nc2n(c1=O)CCS2	i	0.01
86	Cc1c(C)c2ccc(OCC(=O)NC3CCN(Cc4ccccc4)CC3)c(C)c2oc1=O	i	2.1
87	COc1ccc(CNC(=O)CN(c2cc(C)cc(C)c2)S(=O)(=O)c2c(C)noc2C)cc1	i	-2
88	COC(=O)c1sccc1NC(=O)CN1CCN(c2ccc(F)cc2)CC1	i	-2.2
89	CCc1cccc2sc(NC(=O)c3ccc(N4C(=O)CCC4=O)cc3)nc12	i	-0.89
90	CC(=O)NC(=S)Nc1ccccc1C(=O)NC1CCCCC1	i	0.82

Reprinted at random: two compounds from above.
entry	structure	KCNQ2 inh	Kir21 block
82	CC1(C)Cc2c(sc(NC(=O)c3ccc(Br)o3)c2C#N)CO1	i	1
63	CCOc1ccc2[nH]c(=O)c(CN(Cc3ccco3)Cc3nnnn3Cc3ccccc3)cc2c1	i	0.22

Next records:
entry	structure	KCNQ2 inh	Kir21 block
91	COc1cccc(C(=O)Nc2cc(C)on2)c1OC	i	2
92	COc1cccc(N2CCN(CC(=O)c3c(C)[nH]c4ccccc34)CC2)c1	i	-0.48
93	O=[N+]([O-])c1ccc(O)c(C=Nc2ccc3nc(-c4ccccc4)[nH]c3c2)c1	i	0.59
94	COc1ccc(C2=NS(=O)(=O)N(C)C(C(=O)N(C)Cc3ccccc3)=C2)cc1	i	-0.7
95	COc1ccc(/C=C/C(=O)N2CCN(c3ccccn3)CC2)c2ccccc12	i	-0.81
96	CC(=O)c1c(C)[nH]c(C)c1C(C)=O	i	0.09
97	CC(C)NS(=O)(=O)c1ccc(NC(=O)c2cccnc2)cc1	i	1.6
98	COc1ccc(Cl)cc1C(=O)Nc1ccc(OCC(=O)N2CCOCC2)cc1	i	2.4
99	O=C(O)CC1S/C(=N/N=C/C=C/c2ccccc2[N+](=O)[O-])NC1=O (stereo unspecified)	i	-0.04
100	Cc1cc(C(=O)NNC(=O)/C=C/c2ccccc2Cl)c(C)o1	i	-0.63
101	COc1cccc(/C=N/NC(=O)CC(=O)NCCc2ccc(OC)c(OC)c2)c1	i	0.53
102	CCc1ccc(OC)c(S(=O)(=O)N2CCN(C(=O)c3ccco3)CC2)c1	i	-1.3
103	COc1cc2cc(C(c3nnnn3C(C)(C)C)N3CCc4ccccc43)c(=O)[nH]c2cc1OC (stereo unspecified)	i	-0.21
104	CCCNC(=O)c1nc(C)n(-c2cc(Cl)ccc2Cl)n1	i	-0.45
105	O=C(CCN1C(=O)S/C(=C/c2ccc(Cl)cc2)C1=O)N1CCOCC1	i	0.03
106	Cc1ccccc1C(=O)NCCN1CCOCC1	i	0.5
107	CCCCN(C)CCCNC(=O)c1ccc(N2CCCC2=O)cc1	i	-0.01
108	Cc1ccc2c(c1)N(CCC(=O)NCCN1CCOCC1)C(=O)CO2	i	-0.06
109	O=S(=O)(c1cccc(-c2n[nH]c(=S)n2C2CCCC2)c1)N1CCOCC1	i	-0.01
110	CCOc1ccc(-c2nc[nH]c2[N+](=O)[O-])cc1	i	-0.25
111	CCOC(=O)N1CCC(NC(=O)CSCc2nc(-c3ccc(OCC)cc3)oc2C)CC1	i	0.54
112	Cc1ccc(N(Cc2ccc(C(=O)NN=C3CCN(C)CC3)cc2)S(C)(=O)=O)cc1C	i	0.61
113	CCCCC(=O)O	i	0.58
114	NC(=O)c1nn2c(C(F)(F)F)cc(-c3ccccc3)nc2c1Br	i	1.5
115	O/N=C1/CCSc2ccccc21	i	1.6
116	CCc1ccc(NC(=O)c2ccc3c(c2)C(=O)N(CCOC)C3Nc2ccc(CC)cc2)cc1 (stereo unspecified)	i	-0.37
117	CC(C)CN(/C=N/c1sc2c(c1C#N)CCCCC2)CC(C)C	-6.2*	0.05
118	CCOC(=O)C1CCN(c2nc(-c3ccc(Br)cc3)nc3ccccc23)CC1	i	2.6
